Screening data (PubChem BioAssay)
PKA-R2B act – activators of human PKA-R2B complex; P22694+P31323; PKA-R2B holoenzyme dissociation, Cy5-IP20 fluorescence polarization; R2B truncated from residue 108, S112A mutant; 0% DMSO only, 100% 113 µM cGMP; activation, % at 11.4 µM; 340,000 tested, 0.079% active; AID 504700;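 active means activation above a cutoff set at the mean over all compounds plus 3 SD, cut at about 18% in these data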;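 further: higher means more holoenzyme dissociation and a rise in polarization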
Target sequence (P31323 whole entry, looked up, other chains not shown, the tested form may be a part): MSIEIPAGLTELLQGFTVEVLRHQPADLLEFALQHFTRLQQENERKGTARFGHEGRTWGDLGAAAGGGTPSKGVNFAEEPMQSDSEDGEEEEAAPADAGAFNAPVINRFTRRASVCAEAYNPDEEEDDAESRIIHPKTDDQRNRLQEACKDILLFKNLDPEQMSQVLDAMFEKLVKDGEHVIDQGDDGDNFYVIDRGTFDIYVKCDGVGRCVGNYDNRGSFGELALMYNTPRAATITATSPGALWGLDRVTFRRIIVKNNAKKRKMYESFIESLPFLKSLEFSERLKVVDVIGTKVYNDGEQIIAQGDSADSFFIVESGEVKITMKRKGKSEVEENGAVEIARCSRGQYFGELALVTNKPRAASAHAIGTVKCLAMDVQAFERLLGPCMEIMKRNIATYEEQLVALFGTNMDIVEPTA
Cardiac RTF inh – cardiac RTF calcium desensitization; IANBD-labeled cardiac RTF, Ca2+ fluorescence; 340,000 tested, 0.12% active; inhibition, % at 7.15 µM; AID 493244; P19429+P45379;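 active means inhibition above the mean inhibition of all tested compounds plus 3 SD, cut at about 17% in these data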;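 further: assay run at fixed EC70 calcium of 1.6 mM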
DAGLB inhibitor – diacylglycerol lipase beta (human) inhibition. Q8NCG7. HEK293T DAGLB membrane lysate, EnzChek fluorogenic substrate. inhibition, % at 5.17 µM. 340,000 tested, 0.059% active. AID 504411; in the data active means inhibition above about 34%;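 further: 0% = enzyme with vehicle and 100% = wells lacking enzyme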
Target sequence (Q8NCG7 whole entry, looked up): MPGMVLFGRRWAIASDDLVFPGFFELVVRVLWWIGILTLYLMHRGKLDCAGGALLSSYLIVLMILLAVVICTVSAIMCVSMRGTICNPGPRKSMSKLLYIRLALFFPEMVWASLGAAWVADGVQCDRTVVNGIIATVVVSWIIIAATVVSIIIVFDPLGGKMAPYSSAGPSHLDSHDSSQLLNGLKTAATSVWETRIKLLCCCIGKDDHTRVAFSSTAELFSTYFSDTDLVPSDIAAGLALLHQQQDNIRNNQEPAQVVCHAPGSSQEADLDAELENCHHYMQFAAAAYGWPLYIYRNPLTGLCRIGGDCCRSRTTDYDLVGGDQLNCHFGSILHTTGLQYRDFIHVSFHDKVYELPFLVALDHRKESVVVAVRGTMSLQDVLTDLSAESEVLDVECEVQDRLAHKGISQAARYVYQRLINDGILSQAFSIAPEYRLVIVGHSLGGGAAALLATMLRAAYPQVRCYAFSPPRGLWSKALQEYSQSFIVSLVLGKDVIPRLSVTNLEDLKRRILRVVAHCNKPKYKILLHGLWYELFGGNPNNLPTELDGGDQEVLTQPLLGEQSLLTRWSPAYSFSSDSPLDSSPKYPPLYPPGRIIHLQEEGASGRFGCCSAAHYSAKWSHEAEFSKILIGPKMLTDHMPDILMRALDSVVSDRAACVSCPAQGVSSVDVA
SR-BI uptake up – enhances SR-BI lipid uptake from DiI-HDL | activation, % at 12.5 µM | 320,000 tested, 0.096% active | CHO ldlA[mSR-BI] cells, DiI-HDL uptake fluorescence, 3 h; 100 = double the neutral-control signal;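 active means mean replicate activation of at least 60% and every replicate at or above 60%; inconclusive means mean or all-replicate condition met, but not both; inactive means mean below 60% and not all replicates reaching 60%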;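 further: 0% = median plate neutral-control signal and 100% = twice that signal; values of inactives mirror those of a sister screen read the other way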
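Assay system: CHO ldlA[mSR-BI] cells, LDL receptor-null, SR-BI overexpressing; medium: Ham's F12 with 0.5% BSA, HEPES 25 mM, pH 7.4; also added: DiI-HDL 10 µg/mL; timing: 3 h uptake period with compound, 37 °C; signal: DiI fluorescence, bottom read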
Keap1-Nrf2 PPI – Keap1-Nrf2 (human) interaction inhibition; inhibition, % at 9.4 µM; 340,000 tested, 0.15% active; Keap1 Kelch-Nrf2 peptide fluorescence polarization, 1536-well; Q14145; in the data active means inhibition above about 12%; inconclusive means no clear call, values can overlap the other calls; inactive means below about 7.3%;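 further: human Keap1 Kelch domain with fluorescein labeled Nrf2 9mer peptide probe; 0% = neutral control wells and 100% = peptide positive control; higher means more block of Keap1 binding to Nrf2 peptide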
C-LANA FP – blocks KSHV LANA C-terminal domain binding to DNA; MBP-C-LANA/FAM-LBS DNA binding, fluorescence polarization; inhibition, % at 9 µM; 340,000 tested, 0.078% active; AID 504423;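 active means highest replicate inhibition at or above 60% at 9 µM, even if other replicates fall short; inactive means all replicates below 60% inhibition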;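 further: 0% = neutral control wells and 100% = 4 µM acridine orange control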
Arrestin-AP2 inh – blocks beta-arrestin peptide binding to AP2 adaptin; FITC-arrestin peptide / GST-AP2 beads, flow cytometry; AP2 beta2 appendage carries R879A mutation; inhibition, % at 10 µM; 340,000 tested, 0.31% active; AID 504490;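 active means inhibition above a set limit, near 3 SD of compounds lacking own fluorescence, cut at about 54% in these data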;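 further: plate controls were DMSO wells for no effect and 5 µM unlabelled arrestin peptide for full effect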
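test system = AP2 appendage R879A on GSH beads | buffer or medium = PBS plus Tween 20 (0.05%) and BSA (0.1%) | incubation = 12 min plus 1 h, RT | detection = bead flow cytometry, FITC channel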
PvdQ inh – blocks Pseudomonas aeruginosa PvdQ acylase activity. inhibition, % at 10 µM. AID 488965. purified PvdQ acylase, fluorescence plate reader. 340,000 tested, 0.063% active; in the data active means inhibition above about 30%, passing the limit was not always enough; inconclusive means no clear call, values can overlap the other calls;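 further: 0% = vehicle neutral wells and 100% = reference inhibitor wells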
NSD2 inh – NSD2 (human) methyltransferase inhibition. AID 743445. NSD2 peptide methylation, AlphaScreen, 120 min. O96028. 310,000 tested, 0.54% active. inhibition, % at 12.5 µM; in the data active means inhibition above about 50%
SR-BI HDL uptake – blocks mouse SR-BI lipid uptake from DiI-HDL; Q61009; ldlA[mSR-BI] CHO cells, DiI-HDL uptake fluorescence, 3 h; inhibition, % at 12.5 µM; 320,000 tested, 0.96% active;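 active means mean replicate inhibition of at least 70% and a set share of replicates each scoring 70 or more; inconclusive means meets just one of the two criteria; inactive means fails both criteria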;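 further: 0% = median of neutral control wells and 100% = median of positive control wells; values of inactives mirror those of a sister screen read the other way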
* = called active by the depositor; ? = inconclusive; . = no result given.

SMILES | PKA-R2B act | Cardiac RTF inh | DAGLB inhibitor | SR-BI uptake up | Keap1-Nrf2 PPI | C-LANA FP | Arrestin-AP2 inh | PvdQ inh | NSD2 inh | SR-BI HDL uptake
COc1ccc(NC(=O)c2cc(NC(=O)C3CCCCC3C(=O)O)ccc2N2CCOCC2)cc1 (configuration not stated) | -5 | -2 | 1 | -50 | 1 | 2.3 | 26 | -5 | 0 | 50
CCOC(=S)NC(=O)c1sc2ccccc2c1Cl | 4 | 1 | -1 | 4 | 3 | 0.8 | 2 | -11 | 2 | -4
COc1cccc(Nc2cc(C)nc3nc(C)nn23)c1 | 3 | -3 | -2 | -7 | -4 | 1.8 | 23 | -4 | . | 7
O=C(Cc1ccc(Cl)cc1)c1c[nH]c(C(=O)NCCCn2ccnc2)c1 | -4 | 3 | -1 | 16 | -2 | -2.9 | -4 | -19 | -1 | -16
CCn1c(SCC(=O)N2CCOCC2)nc(O)cc1=O | -9 | -8 | -1 | -3 | -4 | -0.4 | 2 | -7 | . | 3
CC(=O)NCCNC(=O)C1CCC(CNc2nc(=S)[nH]c3ccccc23)CC1 (configuration not stated) | 6 | -7 | -3 | 11 | -4 | -0.6 | 0 | 7 | 0 | -11
COCCn1ccc2c(OCC(=O)NCCc3ccc(OC)c(OC)c3)cccc2c1=O | 1 | 10 | 0 | 13 | -2 | -0.9 | 5 | 6 | -2 | -13
CC(=O)c1cccc(Nc2nc(N3CCOCC3)nc(N3CCOCC3)n2)c1 | -6 | -1 | 1 | -35 | 2 | -1.1 | 19 | -12 | -2 | 35
CNS(=O)(=O)c1cccc(C(=O)OCC(=O)Nc2ccccc2OC(F)F)c1 | 6 | -15 | 2 | -11 | 1 | -2.1 | 13 | -3 | -4 | 11
CC(C)[C@H](NC(=O)[C@H](Cc1ccccc1)n1c(=O)[nH]c2ccccc2c1=O)C(=O)N1CCC[C@H]1C(=O)O | -2 | -6 | -1 | 8 | 4 | 2.4 | -3 | -4 | . | -8
Cc1cc(C)nc(SCC(=O)c2c(N)n(C)c(=O)n(C)c2=O)n1 | 2 | 1 | 1 | -2 | 6 | 3.6 | 13 | 4 | -9 | 2
COc1ccc(N(CC(=O)NC2CC3CCC2C3)S(=O)(=O)c2ccc(C)c([N+](=O)[O-])c2)cc1 (configuration not stated) | -7 | -8 | -2 | 10 | 4 | 0.1 | -3 | -12 | 1 | -10
CCOc1ccc(NC(=S)NCc2cccnc2)cc1 | 3 | -8 | -2 | 8 | -1 | 0.6 | -1 | ? | 0 | -8
c1ccn2c(SCc3ccc4c(c3)OCCO4)nnc2c1 | -14 | -6 | -2 | 7 | -1 | 0.2 | -3 | -7 | . | -7
Cc1ccc(SCC(=O)NCCSCc2ccccc2)cc1 | 9 | 3 | -11 | 34 | 3 | 4.7 | 11 | 1 | -1 | -34

At a glance, 8 of the compounds above.
SMILES | PKA-R2B act | Cardiac RTF inh | DAGLB inhibitor | SR-BI uptake up | Keap1-Nrf2 PPI | C-LANA FP | Arrestin-AP2 inh | PvdQ inh | NSD2 inh | SR-BI HDL uptake
COc1ccc(NC(=O)c2cc(NC(=O)C3CCCCC3C(=O)O)ccc2N2CCOCC2)cc1 (configuration not stated) | -5 | -2 | 1 | -50 | 1 | 2.3 | 26 | -5 | 0 | 50
CCOC(=S)NC(=O)c1sc2ccccc2c1Cl | 4 | 1 | -1 | 4 | 3 | 0.8 | 2 | -11 | 2 | -4
COc1cccc(Nc2cc(C)nc3nc(C)nn23)c1 | 3 | -3 | -2 | -7 | -4 | 1.8 | 23 | -4 | . | 7
O=C(Cc1ccc(Cl)cc1)c1c[nH]c(C(=O)NCCCn2ccnc2)c1 | -4 | 3 | -1 | 16 | -2 | -2.9 | -4 | -19 | -1 | -16
CCn1c(SCC(=O)N2CCOCC2)nc(O)cc1=O | -9 | -8 | -1 | -3 | -4 | -0.4 | 2 | -7 | . | 3
CC(=O)NCCNC(=O)C1CCC(CNc2nc(=S)[nH]c3ccccc23)CC1 (configuration not stated) | 6 | -7 | -3 | 11 | -4 | -0.6 | 0 | 7 | 0 | -11
COCCn1ccc2c(OCC(=O)NCCc3ccc(OC)c(OC)c3)cccc2c1=O | 1 | 10 | 0 | 13 | -2 | -0.9 | 5 | 6 | -2 | -13
CC(=O)c1cccc(Nc2nc(N3CCOCC3)nc(N3CCOCC3)n2)c1 | -6 | -1 | 1 | -35 | 2 | -1.1 | 19 | -12 | -2 | 35

Next entries:
SMILES | PKA-R2B act | Cardiac RTF inh | DAGLB inhibitor | SR-BI uptake up | Keap1-Nrf2 PPI | C-LANA FP | Arrestin-AP2 inh | PvdQ inh | NSD2 inh | SR-BI HDL uptake
CCN(CC(=O)N1CCOCC1)S(=O)(=O)c1cc(Cl)ccc1Cl | 6 | 6 | 0 | 7 | 3 | 2.0 | 4 | 9 | -1 | -7
CC(=O)c1c(C)[nH]c(C(=O)CSc2nc3ccccc3c(=O)n2CCCO)c1C | -3 | -3 | 0 | -20 | -7 | 0.4 | -3 | -12 | 2 | 20
CNC(=O)NC(=O)COC(=O)c1ccc(-n2c(C)ccc2C)cc1 | -10 | -5 | 2 | 25 | -6 | 4.3 | 4 | -8 | 1 | -25
COC(=O)CCN(C(C)=O)c1ccc(N)cc1 | -6 | 3 | 0 | 13 | -6 | 2.4 | -5 | -8 | -3 | -13
O=C1C2CC=CCC2C(=O)N1c1ncn[nH]1 (configuration not stated) | 6 | -5 | -1 | 32 | -4 | 1.0 | 19 | -5 | -2 | -32
COc1ccc(C(=O)OCC(=O)Nc2ccc(OC(F)F)cc2)c(OC)c1 | 0 | -6 | -3 | -14 | 4 | 0.8 | 16 | 28 | 0 | 14
COCCCN1C(=O)C(=O)/C(=C(/O)c2ccc(S(=O)(=O)N3CCCCC3)cc2)C1c1cccc(OC)c1 (configuration not stated) | 2 | -7 | -2 | 21 | 4 | 0.5 | 13 | 9 | 0 | -21
Cc1ccc(C(=O)NCC#N)cc1 | -12 | -6 | 0 | -3 | -6 | 0.2 | 14 | -16 | -2 | 3
Cc1cccc(N2CCN(C(=O)C3COc4ccccc4O3)CC2)c1C (configuration not stated) | -4 | -4 | -13 | 9 | -6 | -1.5 | 4 | -5 | -2 | -9
Cc1cc(C)cc(NC(=O)c2ccc(S(=O)(=O)C(F)F)cc2)c1 | -2 | -13 | -4 | -40 | -3 | -1.7 | 8 | 2 | 0 | 40
CC(=O)Nc1ccc(S(=O)(=O)N2CCSc3ccccc32)cc1 | 4 | -4 | 0 | 0 | 7 | -0.7 | 14 | 5 | -2 | 0
CCn1c2ccccc2c2nnc(SCC(=O)N3CC(C)OC(C)C3)nc21 (configuration not stated) | -13 | -5 | 0 | -13 | -5 | 0.8 | 2 | 1 | 22 | 13
Oc1c(C(Nc2cccc(C(F)(F)F)c2)c2ccncc2)ccc2cccnc12 (configuration not stated) | -4 | 11 | 5 | -15 | -4 | -1.4 | 26 | 5 | . | 15
COc1nc(NCc2ccc(Cl)cc2)nc(OC)n1 | 0 | 0 | 2 | . | 2 | -0.3 | 21 | 1 | -2 | .
COCCOC(=O)C1=C(N)OC2=C(C(=O)CC(C)(C)C2)C1c1cccnc1 (configuration not stated) | 0 | 1 | 1 | 41 | 1 | 0.1 | 24 | -8 | 3 | -41
Cc1cc(C)c2c(n1)sc1c(-c3ccccc3)c(C#N)c(N)nc12 | -4 | -9 | -2 | -50 | -4 | -0.5 | 5 | -11 | -2 | 50
CCOC(=O)C1CCN(C(=O)c2ccccc2)C(CC)C1=O (configuration not stated) | -1 | 2 | -4 | 16 | 2 | -2.1 | -4 | 0 | -1 | -16
Cc1[nH]c2ccccc2c1C(=O)C(=O)NCCC1=CCCCC1 | -6 | -6 | 0 | 36 | -4 | -0.8 | 10 | -7 | 2 | -36
Cc1cc(C)n(-c2ccc(Cl)c(C(=O)NCc3ccccc3)n2)n1 | 8 | 7 | -3 | -11 | -1 | 0.6 | 1 | -4 | -1 | 11
N#CC1=C(N)N2C(=C(C#N)C13CCCC3)Nc1ccccc12 | 1 | -1 | 4 | 12 | 0 | 0.5 | -10 | -2 | -3 | -12
CC(=O)N1CCN(c2ccc(Oc3nnnn3-c3ccccc3)cc2)CC1 | 2 | -5 | 0 | -9 | 1 | -0.3 | 2 | -11 | -3 | 9
N/C(=N\O)c1cccc(CS(=O)(=O)c2ccccn2)c1 | 8 | -7 | 2 | -5 | 6 | 1.2 | 1 | -17 | -1 | 5
CC1CCCC(C)N1CCCNC(=O)c1nn(C)c2c1CSc1ccccc1-2 (configuration not stated) | -3 | -11 | 1 | -43 | -4 | -1.6 | 7 | -7 | 2 | 43
COC(=O)C1C(=O)c2c([nH]c(C(=O)OC3CCCC3C)c2C)CC1C (configuration not stated) | 6 | 4 | -6 | -37 | -3 | -0.7 | 9 | -14 | . | 37
Cc1cc(C(=O)OCC(=O)Nc2ncc(C(F)(F)F)cc2Cl)c(C)o1 | -5 | -12 | 4 | 3 | -5 | 4.7 | 26 | -7 | 2 | -3
COc1ccc(-n2cnc3ccccc3c2=O)c([N+](=O)[O-])c1 | 5 | -15 | 0 | 18 | 4 | 2.5 | 13 | -6 | -3 | -18
O=C(Nc1cccc2ncccc12)c1ccc(F)cc1 | -8 | -3 | -1 | 15 | 0 | 0.0 | -1 | -3 | -3 | -16
O=c1[nH]c(NC2CCCCC2)c([N+](=O)[O-])c(=O)[nH]1 | 5 | 2 | 3 | 16 | -4 | -0.4 | . | -19 | -2 | -16
N#C/C(=N\Nc1ccc(F)cc1)C(=N)N1CCCCC1 | -2 | -16 | -2 | -5 | -1 | -0.5 | 10 | -9 | 1 | 5
N#CC1(NC(=O)COC(=O)c2nc(Cl)ccc2Cl)CCCCC1 | 3 | -7 | 4 | 21 | 3 | -2.1 | -3 | -5 | 14 | -21
CN1C(=O)CSC1=S | -3 | 2 | 4 | 7 | -5 | 1.7 | -1 | -9 | . | -7
CCN(CC)C(=S)SCC(=O)Nc1ccc(S(N)(=O)=O)cc1 | 0 | -9 | 0 | 3 | 1 | 0.8 | 15 | -9 | -5 | -3
O=C(CCOc1ccccc1)Nc1ccc(Br)cc1 | 2 | -13 | -7 | 20 | -1 | -2.4 | 1 | -12 | -3 | -20
CCc1ccc2oc(C(=O)NC3CCS(=O)(=O)C3)cc(=O)c2c1 (configuration not stated) | -11 | -7 | 1 | 5 | -3 | -0.6 | 21 | 3 | -1 | -5
COc1ccccc1OCc1ccc(C(=O)N(C)C)o1 | -14 | -3 | 1 | 5 | 0 | -1.2 | 7 | -9 | -1 | -5
O=C1CCCN1C(=O)COc1cc(F)ccc1[N+](=O)[O-] | 7 | -3 | 2 | 8 | -8 | -1.3 | 4 | -5 | 0 | -8
